MBNL1-CUG inh: blocks human MBNL1 binding to CUG repeat RNA. Potency, µM (doses to about 57.5 µM), inactives show at the highest dose activity change, negative = inhibition, most hits filed as inhibitors. 280,000 compounds, 0.036% hits. Q9NR56. TR-FRET MBNL1-His/biotin-(CUG)12 binding, 665/545 ratio; active means well fitted inhibition curve with a large enough effect in the signal ratio, with a control signal flat, not every such curve was filed as active; inconclusive means small, poorly fitted or top-dose-only effect, or effect the other way, or a change in a side signal; inactive means no such curve, though single readings can be large or run the other way; the % refers to the signal ratio; further: potency means the concentration at half of the fitted maximal effect; on the % scale 0 is the no-effect control and ±100 the full control effect
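TR-FRET readout: Ex 340 nm, 665/545 nm emission ratio, normalized to buffer-only (basal) and MBNL1-(CUG)12 controls. Complex of MBNL1-His with Biotin-(CUG)12, compounds 92 nM–58 uM, incubated 60 min at room temperature.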
TSHR antagonist: blocks TSH signaling through the human TSH receptor | P16473 | TSHR-expressing cells, TSH-stimulated cAMP HTRF, 2 h; hits give low values | activity change, negative = inhibition, % at 11.5 µM | 330,000 compounds, 0.2% hits | AID 504810;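 active means activity change below a set negative limit, meaning inhibition stronger than a set level, cut at about -70% in these data; inconclusive means activity change between two set negative limits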; further: on the % scale 0 is the no-effect control and ±100 the full control effect
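TSHR-expressing cells, 200/well, pre-treated with compound, then stimulated with EC80 TSH (4nM final) for 2 hours at 37 deg C. cAMP measured by competitive HTRF: anti-cAMP cryptate antibody in lysis buffer plus cAMP-d2, read after 30 minutes at room temperature.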
GALK inhibitor: galactokinase (human) inhibition. P51570. Purified GALK, Kinase-Glo residual ATP luminescence. Potency, µM (doses to about 57.5 µM), for the others: at the highest dose activity change, negative = inhibition, most hits filed as inhibitors. AID 1868. 270,000 compounds, 0.007% hits; further: potency means the concentration at half of the fitted maximal effect; on the % scale 0 is the no-effect control and ±100 the full control effect
Target sequence (P51570 whole entry, looked up): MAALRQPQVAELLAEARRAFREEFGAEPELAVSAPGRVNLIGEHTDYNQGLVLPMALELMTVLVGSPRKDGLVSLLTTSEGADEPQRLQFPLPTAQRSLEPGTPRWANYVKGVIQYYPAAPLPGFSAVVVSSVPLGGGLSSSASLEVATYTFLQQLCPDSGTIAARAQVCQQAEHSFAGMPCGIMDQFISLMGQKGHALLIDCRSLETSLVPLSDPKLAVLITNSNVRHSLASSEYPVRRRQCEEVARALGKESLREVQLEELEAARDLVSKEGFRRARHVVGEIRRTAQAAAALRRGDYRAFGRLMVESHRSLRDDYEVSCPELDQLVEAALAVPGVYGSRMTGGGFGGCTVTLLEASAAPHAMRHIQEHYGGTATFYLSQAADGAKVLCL
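The enzyme phosphorylates galactose (100 uM) using ATP (35 uM); inhibition is detected as higher residual ATP, quantified by bioluminescence after 1 h reaction at room temperature, pH 8.0.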
S-ASM inh: inhibitors of human secretory acid sphingomyelinase; P17405; placental ASM, HMU-PC fluorogenic substrate, 60 min; Potency, µM (top dose mostly 57.5 µM), without a hit: at the top dose activity change, negative = inhibition, most hits filed as inhibitors; 340,000 compounds, 0.006% hits; AID 504937; further: potency means the concentration at half of the fitted maximal effect
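Human placenta-derived ASM enzyme was preincubated with compound for 10 minutes at room temperature, then given fluorogenic substrate HMU-PC0 (9 uM final) for 60 minutes at 37 °C; a pH 10 stop preceded fluorescence reading at Ex 386/Em 447 nm.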
USP2a inh: inhibitors of human ubiquitin-specific protease USP2a. AID 463254. USP2 core, Ub-CHOP2 coupled fluorogenic reporter, 485/531. O75604. 330,000 compounds, 0.01% hits. Potency, µM (highest dose often 38.3 µM), without a hit: top-dose activity change, negative = inhibition, actives largely listed as inhibitors;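 further: potency means the concentration at half of the fitted maximal effect; plate controls were DMSO wells for no effect and full inhibition by NEM control for full effect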
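Cell-free coupled assay: 10nM USP2 core preincubated 30min RT with compound in Tris-HCl pH 8.0/CaCl2/CHAPS buffer, then 25nM Ub-CHOP2 and 25nM reporter substrate; fluorescence (Ex 485/Em 531) read after 60min RT, normalized to NEM inhibition, concentration-response curves fitted.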
BCR signal inh: chronic active BCR signaling inhibition | ABC-DLBCL IkBa-CBG/CBR reporter, luminescence ratio, 4 h | Potency, µM (top dose mostly 46.1 µM), for the others: top-dose ratio change, negative = lower green/red ratio, most hits filed as inhibitors | 340,000 compounds, 0.05% hits; active means well fitted inhibition curve with a large enough effect in the signal ratio, with a control signal flat, not every such curve was filed as active; inconclusive means small, poorly fitted or top-dose-only effect, or effect the other way, or a change in a side signal; the % refers to the signal ratio;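 further: potency means the concentration at half of the fitted maximal effect; plate controls were basal doxycycline-induced cells for no effect and cells given 10 µM MG132 for full effect; MG132 reads +100%, hits lower the ratio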
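Cell line TMD8 (human ABC DLBCL), stably expressing tet-inducible CBG68-IkBa fusion and CBR; IMDM/0.5% FBS; cpd up to 46 uM; dox induction, 4 h, 37C/5% CO2; dual luminescence; green/red ratio; MG132 control.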
Mito fusion yeast: blocks mitochondrial division or promotes mitochondrial fusion. S. cerevisiae fusion-defective mutant growth rescue, CellTiterGlo 48 h. Potency, µM (doses to about 46.1 µM), without a hit: at the highest dose growth rescue (activation), usual class: activators. 320,000 compounds, 0.23% hits;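 further: potency means the concentration at half of the fitted maximal effect; % of control where 0% means no effect; nearly all actives have a fitted effect of over 45% in size; temperature-sensitive fusion mutants such as fzo1-1 at 37 °C on non-fermentable ethanol glycerol medium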
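Growth-rescue viability read-out: after 48 h at the non-permissive 37C in glycerol/ethanol YPEG, yeast mitochondrial fusion mutants are measured by CellTiterGlo luminescence; compounds (23 nl pinned per well) restoring growth score as division inhibitors or fusion activators.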
Menin MLL FP TR: inhibitors of human menin-MLL interaction, mutant MLL peptide; O00255; Menin + Texas Red MLL mutant peptide, fluorescence polarization; Potency, µM (highest dose often 61.6 µM), for inactives: top-dose FP activity change, negative = inhibition, usual class: inhibitors; 270,000 compounds, 0.23% hits; active means well fitted inhibition curve with a large enough effect in the polarisation, with a control signal flat, not every such curve was filed as active; inconclusive means small, poorly fitted or top-dose-only effect, or effect the other way, or a change in a side signal; inactive means no such curve, though single readings can be large or run the other way; the % refers to the polarisation; further: potency means the concentration at half of the fitted maximal effect; % of control where 0% means no effect; many of its hits are not listed in these tables
PKM2 activator: PKM2 (human) enzyme activation; P14618; purified PKM2, Kinase-Glo ATP luminescence, activation; response scale: 0% is enzyme alone, no compound; Potency, µM (doses to about 57.5 µM), without a hit: at the top dose activation, actives largely listed as activators; 260,000 compounds, 0.34% hits; further: potency means the concentration at half of the fitted maximal effect; on the % scale 0 is the no-effect control and ±100 the full control effect; nearly all actives have a fitted effect of over 55% in size
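Purified hPK-M2 (>95%) run at intermediate activity with 0.1 mM ADP and 0.5 mM PEP in 50 mM imidazole pH 7.2, KCl, MgCl2; 1 h room temperature. ATP formed read by Kinase-Glo luminescence; normalized to uninhibited and no-enzyme controls.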
KCNH2 WT inh: blocks the wildtype human KCNH2 potassium channel | 340,000 compounds, 0.37% hits | U2OS, BacMam KCNH2, thallium flux FluxOr; hits give low values | Q12809 | activity change, % at 1.84 µM;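 active means maximum activity change below -70%; inconclusive means maximum activity change between -70% and -50%; inactive means maximum activity change above -50%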; further: on the % scale 0 is the no-effect control and ±100 the full control effect
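U2OS cells were transduced with wild-type KCNH2 virus (2.03 x 10^8 / mL) for 4 h at room temperature, then cultured overnight at 37 C. Thallium flux was read with FluxOr dye. Rate constants were normalized to DMSO controls.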
Eya2 phos inh: blocks the phosphatase activity of human Eya2; O00167; recombinant Eya2, OMFP fluorescence dephosphorylation (OMFP is methylfluorescein phosphate); Potency, µM (series often up to 76.9 µM), for the others: at the top dose activity, negative = inhibition, most hits filed as inhibitors; 330,000 compounds, 0.006% hits; AID 488837; further: potency means the concentration at half of the fitted maximal effect; on the % scale 0 is the no-effect control and ±100 the full control effect
Target sequence (O00167 whole entry, looked up): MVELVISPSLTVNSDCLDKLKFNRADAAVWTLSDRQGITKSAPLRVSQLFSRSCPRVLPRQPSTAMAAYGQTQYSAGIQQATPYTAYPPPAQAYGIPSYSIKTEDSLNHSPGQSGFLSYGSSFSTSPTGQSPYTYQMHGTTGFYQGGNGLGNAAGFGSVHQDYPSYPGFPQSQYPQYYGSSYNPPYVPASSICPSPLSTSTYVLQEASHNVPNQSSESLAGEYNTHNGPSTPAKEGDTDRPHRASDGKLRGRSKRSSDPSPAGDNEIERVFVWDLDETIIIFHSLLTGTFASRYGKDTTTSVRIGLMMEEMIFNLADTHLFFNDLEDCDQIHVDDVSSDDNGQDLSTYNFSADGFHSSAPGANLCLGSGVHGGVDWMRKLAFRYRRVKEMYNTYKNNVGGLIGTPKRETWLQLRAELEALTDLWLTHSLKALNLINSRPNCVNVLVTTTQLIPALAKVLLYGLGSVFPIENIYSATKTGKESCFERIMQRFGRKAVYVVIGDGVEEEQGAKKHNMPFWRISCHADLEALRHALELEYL
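Eya2 protein (added as 0.2 uM solution) was preincubated with compound for 10 min at ambient temperature in 50 mM HEPES pH 7.5, 50 mM NaCl, 5 uM MgCl2, 0.05% BSA, 1 mM DTT. OMFP (added at 50 uM) then reacted 10 min; fluorescence read at 485/525 nm.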
The depositor's hits bear a star; ? = inconclusive; . = not tested or not shown; & = joins results of further samples; [ ] = dose if it differs, or a comment. Unless noted, the call rests on the fitted dose curve; in most records, active means well fitted curve in the direction sought with a large enough effect; inconclusive means small, poorly fitted or top-dose-only effect, or another doubt; inactive means no such curve, though single readings can be large; an effect the other way counts as inactive or inconclusive.

Every second line gives: MBNL1-CUG inh, TSHR antagonist, GALK inhibitor, S-ASM inh, USP2a inh, BCR signal inh, Mito fusion yeast, Menin MLL FP TR, PKM2 activator, KCNH2 WT inh, Eya2 phos inh
- COc1ccc(CCNC(=O)c2cnn3c(C(F)F)cc(C)nc23)cc1OC
 : 0%, 2, 3%, 1%, 0%, ?, -1%, 4%, 2%, -7, -8%
- CCOc1ccccc1OCCCC(=O)ON=C(N)c1ccccc1
 : ., 15, ., 1%, 1%, ?, 7%, ., ., -13, -1%
- COc1cccc(CN2CCNC(=O)C2CC(=O)NC2CCCC2)c1OC (stereo not drawn)
 : -4%, 15, -5%, ., 0%, 2%, -2%, -15%, -12%, -4, -8%
- O=[N+]([O-])c1cccc(CN2CCN(c3ncccn3)CC2)c1
 : ?, -6, -3%, 3%, 2%, ?, 2%, -1%, 2%, -1, -10%
- CCN1CCC[C@H]1CNC(=O)c1c(O)c(Cl)cc(Cl)c1OC
 : -4%, -17&41, -1%, -2%, 1%, -4%, -12%&0%, 0%, -15%, 2, 4%&12%
- CCN(CC(=O)Nc1c(F)cccc1F)C(=O)c1nc2nc(C)cc(C)n2n1
 : ., 5, ., 2%, 1%, 4%, -1%, ., ., 49, -6%
- CN(C)c1ccc(N=Nc2ccccc2Br)cc1
 : 12%, 5, ., -24%, 3%, ?, -14%, ?, ., 0, 0%
- CC(/C=N/n1c(-c2cccnc2)n[nH]c1=S)=C\c1ccccc1
 : ?, 10, 0%, 1%, 1%, 14%, -2%, ?, 3%, 6, 1%
- Cc1ccc(S(=O)(=O)N2CCN(C)CC2c2ccccc2)cc1 (stereo not drawn)
 : ., 24, ., 1%, 5%, 3%, 5%, ., ., 0, -10%
- CN(/N=C/c1ccc(Cl)cc1Cl)c1ncc(Cl)cc1C(F)(F)F
 : 2%, 2, 2%, -4%, 0%, 1%, -1%, ., -2%, 13, 9%
- Cc1cc(Cl)ccc1OCC(=O)Nc1ccccc1NS(=O)(=O)c1cccs1
 : 0%, -14, -4%, -2%, -1%, 3%, -5%, ., -2%, -3, 6%
- O=C(NN=C1CCCCCCCCCCC1)c1ccncc1
 : 4%, 2, 0%, -1%, 1%, ?, 0%, 11%, -7%, -10, 1%
- C#CCOCCOCCOCCNc1nc(N2CCN(C(=O)CCCCCCCCCCNC(=O)[C@H]([C@@H](C)CC)n3cc(CCCCCN)nn3)CC2)nc(N2CCN(C(=O)CCCCCCCCCCNC(=O)[C@H]([C@@H](C)CC)n3cc(CCCCN=C(N)N)nn3)CC2)n1
 : ., -2, ., ., ?, ?, -20%, ., ., ., -20%
- O=C(Nc1ccc2c(c1)OCCO2)c1cccnc1Oc1ccccc1
 : ., 0, -1%, -1%, 1%, -14%, 4%, ., 0%, -5, -27%
- CCCS(=O)(=O)C(=C1Nc2ccccc2N1)S(=O)(=O)CCC
 : 2%, 0, -4%, 6%, 0%, -3%, -9%, 6%, -2%, -2, -8%
- CC(NS(=O)(=O)c1ccc(Cl)cc1)C(=O)NCCC1=CCCCC1 (stereo not drawn)
 : 6%, -4, -1%, -1%, 3%, 2%, -4%, -5%, 6%, 5, 2%
- CCCCCCC1/C(=N/O)CCC1C(=O)OC (stereo not drawn)
 : -5%, 0, -2%, -1%, 3%, 0%, 17%, -7%, 0%, 15, 6%
- Cn1nc(C(F)(F)F)c(-c2ccccc2)c1NC(=O)CCC(=O)O
 : ., 11, -1%, -1%, 2%, 0%, -3%, ., -1%, 6, 0%
- COc1cccc(C(=O)N(Cc2cccs2)C2CCS(=O)(=O)C2)c1 (stereo not drawn)
 : 4%, -8, -2%, 0%, 2%, 3%, -5%, ., -1%, 8, 2%
- CSc1nsc(SC)c1NC(=O)OC1CCCCC1
 : 2%, ., 2%, -1%, ., ., 0%, -5%, -1%, -12, .
- Fc1ccc(CNC2CCN(Cc3ccccc3)CC2)cc1
 : 7%, -7, 0%, 2%, 2%, 0%, 1%, -5%, -3%, 67, -16%
- S=c1c2c(nc3nc[nH]n13)CCC2
 : -8%, 4, 0%, 0%, 2%, ?, 6%, ., -14%, 7, -1%
- COc1ccc(C(C#N)c2nc3ccccc3nc2Cl)cc1 (stereo not drawn)
 : 18%, -2, ., 0%, -1%, 8%, -2%, 8%, ., 5, -19%
- N#Cc1cc2c(nc1SCC(O)CS(=O)(=O)Cc1ccccc1)CCCC2 (stereo not drawn)
 : -6%, -12, -3%, -2%, 2%, ?, -12%, -8%, 0%, -10, 12%
- O=C(c1ccccc1Oc1ccc(C(F)(F)F)cc1[N+](=O)[O-])N1CCOCC1
 : ?, 4, 2%, 0%, 1%, 0%, 4%, 1%, -5%, -2, -3%
- COc1ccccc1C(=O)Nc1nc2ccccc2s1
 : 106%[activator], 42, 3%, -3%, -1%, ., -10%, 20%, -36%, -6, 15%
- CC(=O)Nc1ccc(C(=O)OCC(=O)N(C)C2CCCCC2)cc1
 : -2%, 1, 5%, 2%, -2%, -5%, -3%, -1%, -1%, 1, 8%
- CCCN1CCN(CCCNC(=O)C(CC)n2nc(C)n3c(cc4occc43)c2=O)CC1 (stereo not drawn)
 : 4%, 4, -3%, -2%, 5%, 12%, 0%, -7%, ., 0, -5%
- N#CCSc1nc(Nc2ccc3c(c2)OCO3)c2ccccc2n1
 : -6%, -2, 2%, -14%, -4%, ?, -4%, ?, 1%, 7, 1%
- CC(=O)c1cn(CC(=O)Nc2ccccc2)c2ccccc12
 : -2%, -6, 0%, -1%, 3%, 11%, -4%, -5%, 1%, -4, 8%
- Cc1cc(-c2ccco2)n2c(nc3ccccc32)c1C#N
 : 16%, -13, -1%, -5%, 1%, 11%, 2%, 7%, -1%, -1, -6%
- COc1ccc(NC(=O)Cn2nnc(-c3ccccc3F)n2)cc1Cl
 : -9%, -5, 1%, 1%, 2%, 4%, -4%, ?, -2%, -1, 3%
- C=CCC[C@@H](Cc1ccc(F)cc1)C(=O)OC[C@H](Cc1c[nH]c2ccccc12)NC(=O)[C@H](CC=C)CC(=O)NCCO
 : ., -15, ., -5%, 3%, ?, ., ., ., ., -4%
- O=C(NC1CCN(C(=O)NCc2ccccc2)CC1)c1ccc(F)cc1
 : 1%, -7, -1%, 2%, 5%, 7%, 1%, 12%, 0%, -3, 6%

At a glance, part of the list above.
Every second line gives: MBNL1-CUG inh, TSHR antagonist, GALK inhibitor, S-ASM inh, USP2a inh, BCR signal inh, Mito fusion yeast, Menin MLL FP TR, PKM2 activator, KCNH2 WT inh, Eya2 phos inh
- COc1ccc(NC(=O)Cn2nnc(-c3ccccc3F)n2)cc1Cl
 : -9%, -5, 1%, 1%, 2%, 4%, -4%, ?, -2%, -1, 3%
- C=CCC[C@@H](Cc1ccc(F)cc1)C(=O)OC[C@H](Cc1c[nH]c2ccccc12)NC(=O)[C@H](CC=C)CC(=O)NCCO
 : ., -15, ., -5%, 3%, ?, ., ., ., ., -4%
- O=C(NC1CCN(C(=O)NCc2ccccc2)CC1)c1ccc(F)cc1
 : 1%, -7, -1%, 2%, 5%, 7%, 1%, 12%, 0%, -3, 6%

These rows are one share of the data (hit frequency here may not be typical).
